# Imprint erasure = qHTS Assay for Compounds that Induce Erasure of Genomic Imprints. mouse ES Peg3-LacZ reporter, beta-gal luminescence, 40 h. 0.02% of 110,000 active. Potency, µM (highest dose often 60.7 µM), for the others: at the top dose activity change, positive = activation, most hits filed as activators;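 note: 0% = negative control wells on the plate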
#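 Readout: BetaGlo luminescence (5 min, room temp) for LacZ from the normally silent maternal Peg3 allele in female Peg3LacZ-Neo ES cells. Cells 300/well, 40 h, 37C, 5% CO2. Data normalized per plate to negative controls.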
# p53ts 39C kill = qHTS Screen for Compounds that Selectively Target Cancer Cells with p53 Mutations: Cytotoxicity of p53ts Cells at the Nonpermissive Temperature; AID 902, 2007; 1.5% of 130,000 active; Potency, µM (highest dose often 46.1 µM), inactives show at the highest dose activity change, negative = cell killing, usual class: cytotoxic; H1299-p53A138V viability at 39C, ATP luminescence, 24 h; note: nearly all actives have a fitted effect of over 55% in size
# IkB sig inh = IkB Signaling; ABC-DLBCL IkBa-CBG/CBR dual luciferase ratio, 4 h; response scale: scaled: untreated 0%, proteasome inhibitor 100%; Potency, µM (highest dose often 57.1 µM), without a hit: at the highest dose IkBa stabilization activation; 0.04% of 110,000 active; active = well fitted curve in the direction sought with a large enough effect in the signal ratio, not every such curve was filed as active; inconclusive = small, poorly fitted or top-dose-only effect, or a change in a side signal; the % refers to the signal ratio;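 note: the direction sought is a rising ratio; 0% = basal untreated cells and 100% = reference inhibitor full response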
#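 Luminescence ratio of IκBα-fused green versus native red beetle luciferase in OCI-Ly3 cells, 4 h post-doxycycline with compound; red signal alone, scaled from basal (0%) to zero light (-100%), flagged nonspecific or cytotoxic effects.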
# p53ts 32C kill = qHTS Screen for Compounds that Selectively Target Cancer Cells with p53 Mutations: Cytotoxicity of p53ts Cells at the Permissive Temperature; H1299-p53A138V at 32C, ATP luminescence viability, 24 h; Potency, µM (titrated, usually from 46.1 µM), for inactives: at the top dose activity change, negative = cytotoxicity, usual class: cytotoxic; 0.93% of 130,000 active; AID 924, 2007;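 note: 0% = DMSO and -100% = full killing by reference compound; nearly all actives have a fitted effect of over 55% in size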
#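 ATP-content luminescence (ATPlite) read-out after 24 h compound exposure at 32C in H1299-p53A138V cells (600/well). Tested up to 46 uM. Normalized to DMSO (0%) and 100 uM tamoxifen (100% killing); Hill-fit AC50.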
# Starred values were filed as active, the others as inactive; ? = inconclusive; nt = no result given; & = joins results of further samples; [ ] = another dose, or the depositor's remark. Unless noted, calls come from the whole dose curve; as a rule, active = well fitted curve in the direction sought with a large enough effect; inconclusive = small, poorly fitted or top-dose-only effect, or another doubt; inactive = no such curve, though single readings can be large; an effect the other way counts as inactive or inconclusive. Unless noted, % is set by controls: 0 for no effect and ±100 for the full control effect; potency is the fitted concentration of half-maximal effect.
No.	structure	Imprint erasure	p53ts 39C kill	IkB sig inh	p53ts 32C kill
1	O=C(CCn1nc(-c2ccccc2)c2ccccc2c1=O)NCC1CCCO1 (centres undefined)	-14%	3%	0.5%	-18%
2	CC1CCN(C(=O)CSc2nnc(-c3ccccc3Cl)o2)CC1	-2%[10.9 µM]	-17%	2.8%	10%
3	CCOC(=O)c1c(NC(=O)COc2cccc(C)c2C)sc(C(C)=O)c1C	12%[10.9 µM]	45%[activator]	?	6%
4	Cc1nn(C)c(N)c1C(O)(c1nccn1C)C(F)(F)F (centres undefined)	2%	2%	-1.1%	-4%
5	CCCC(C(=O)NC1CCCC1)N(CC1CCCO1)C(=O)c1snc(C(N)=O)c1N (centres undefined)	nt	-2%	-0.4%	-7%
6	O=C(Nc1sccc1C(=O)N1CCOCC1)c1cccnc1	7%	11%	-4.6%	-2%
7	COCCN1C(=O)C(O)=C(C(C)=O)C1c1ccc(F)cc1 (centres undefined)	-5%	8%	-0.7%	1%
8	Cn1c(SCC(=O)NCC2CCCO2)nc2c([nH]c3ccccc32)c1=O (centres undefined)	-6%	3%	0.9%	-3%

# (more compounds)
No.	structure	Imprint erasure	p53ts 39C kill	IkB sig inh	p53ts 32C kill
9	COc1cc(-c2noc(CN3CCN(c4ccccc4)CC3)n2)cc(OC)c1OC	7%[10.9 µM]	25µM*	5.9%	-4%
10	Cc1ccc(SCc2nc(-c3ccc(C(=O)NCc4ccccc4Cl)cc3)oc2C)cc1	-16%[10.9 µM]	?	?	4%
11	COc1cc2c(cc1OC)C1Cc3ccc(OC)c(OC)c3CN1CC2 (centres undefined)	-13%&-21%	-2%&5%	0.1%	-1%&0%
12	Cc1cc(-c2nnc(SCc3cccnc3)o2)no1	-7%	-2%	2.3%	-1%
13	Cc1ccc(NC(=O)NC2CCN(CC(=O)Nc3nccs3)CC2)cc1	4%	8%	-0.3%	11%
14	CCOC(=O)NC(Nc1cc(C)ccn1)(C(F)(F)F)C(F)(F)F	0%	1%	0.4%	-3%
15	Cc1ccc2c(c1)c1c(c(=O)n(-c3ccccc3C)c(=O)n1CC(=O)NCc1ccccc1)n2C	2%[10.9 µM]	-20%	?	1%
16	COc1ccc(C(=O)/C=C/Nc2ccc(S(=O)(=O)Nc3ncccn3)cc2)cc1	nt	-1%	nt	-11%

# Later entries
No.	structure	Imprint erasure	p53ts 39C kill	IkB sig inh	p53ts 32C kill
17	CCOC(=O)C1=C(C)NC(=O)NC1c1ccoc1 (centres undefined)	nt	10%	2.0%	-7%
18	CCOc1ccc(S(=O)(=O)n2c(C)nc3ccccc32)cc1	-24%	-3%	0.1%	2%
19	COc1ccc(C(=S)N2CCCC2)cc1	nt	21%	nt	7%
20	CN(c1ccccc1C(=O)N1CCCC1)S(C)(=O)=O	1%	11%	-0.6%	1%
21	Cc1ccc(O)c(C(=O)CC(=O)c2cccc(F)c2)c1	-25%	-11%	-1.8%	-14%
22	CCOc1ccccc1NC(=O)C(=O)NCC(c1cccnc1)N1CCN(c2ccccc2)CC1 (centres undefined)	-7%[10.9 µM]	?	-1.1%	1%
23	O=C(O)CCC1=C2c3ccccc3CCN2C(=O)CC1	-2%	3%	2.1%	4%
24	CN1CCc2c(sc3c2C(=O)NC(c2ccc(OC(=O)c4ccccc4)cc2)N3)C1 (centres undefined)	-5%[10.9 µM]	-24%	-0.5%	?

# The listing continues.
No.	structure	Imprint erasure	p53ts 39C kill	IkB sig inh	p53ts 32C kill
25	O=c1[nH]c(SCc2ccc(Cl)cc2)nc2c1CCC2	-18%	5%	-2.6%	11%
26	COc1cccc(C2=NOC(C(=O)NCC3CCCO3)C2)c1 (centres undefined)	9%	-1%	-0.2%	-1%
27	COc1ccc(C(=O)CCC(=O)N2CCN(c3ccc(N4CCOCC4)nn3)CC2)cc1	-10%	-1%	-2.3%	-12%
28	CCCn1c(C)nc2c(N(CCN(C)C)Cc3ccccc3)nc(C)nc21	-14%	-4%	nt	-4%
29	CCCCOc1ccccc1C1C(C(=O)OC)=CN(CC)C=C1C(=O)OC	-14%	79%[activator]	?	51%[activator]
30	CCOC(=O)c1c(C)oc2ncnc(Nc3cccc(C(F)(F)F)c3)c12	-11%[10.9 µM]	-17%	-0.6%	-9%
31	Cc1sc2ncnc(NCCCn3ccnc3)c2c1C	-12%	-11%	-0.9%	-5%
32	CCCCCC[C@@H]([C@H](C)O)n1cnc2c(N)ncnc21	nt	18%	1.6%	7%

# (listing goes on)
No.	structure	Imprint erasure	p53ts 39C kill	IkB sig inh	p53ts 32C kill
33	Cc1cc(Cl)ccc1NC(=O)CN1C(=O)C(=O)c2ccccc21	-13%[10.9 µM]	-22%	1.1%	-6%
34	CCCCn1c(C(C)O)nc2ccccc21 (centres undefined)	-6%	4%	-1.5%	4%
35	CCCN(CCC)CCNC(=O)Cn1cnc2sc(C)c(S(=O)(=O)N3CCOCC3)c2c1=O	-11%	17%	0.8%	11%
36	NC(=O)CNC(=O)C1CCCc2c1[nH]c1ccc(Cl)cc21 (centres undefined)	-3%	16%	1.8%	5%
37	COc1ccc(OC)c(NC(=O)CN2C(=O)c3ccccc3S2(=O)=O)c1	0%	3%	1.3%	-6%
38	COC(=O)C(NC(=O)c1ccccc1)=C1CCCCC1	-8%	6%	-0.7%	12%
39	CCOC(=O)C1=C(CS(=O)(=O)c2ccc(F)c(C)c2)NC(=O)NC1c1ccc(O)c(O)c1 (centres undefined)	-3%	6%	-1.0%	10%
40	COc1ccc(C(=O)NCC(=O)OCc2cc(=O)n3nc(C4CCCCC4)sc3n2)cc1	-12%[10.9 µM]	-4%	0.1%	-3%

# Next entries.
No.	structure	Imprint erasure	p53ts 39C kill	IkB sig inh	p53ts 32C kill
41	COc1ccc(N2CCN(S(=O)(=O)c3ccc(CC(C)C)cc3)CC2)cc1	-6%[10.9 µM]	-29%	?	5%
42	COc1ccc2[nH]c(C(=O)c3ccccc3)cc2c1	-45%[inhibitor]	-7%	2.3%	4%
43	CCOc1ccccc1/C=C(\C#N)C(N)=O	-1%[10.9 µM]	-2%[9.22 µM]	-0.9%[11.4 µM]	-1%[9.22 µM]
44	Cc1cccc(N2CCN(c3cc(C)nc4c(-c5ccc(Cl)cc5)c(C)nn34)CC2C)c1 (centres undefined)	-12%[10.9 µM]	-5%	-1.7%	11%
45	O=c1c2ccccc2nnn1Cc1nnc(-c2ccccc2Br)o1	-4%	-7%	1.7%	-11%
46	COc1ccc(C2C=C(c3ccccc3)Nc3nc(NS(=O)(=O)c4ccccc4)nn32)cc1 (centres undefined)	7%[10.9 µM]	-5%	-1.8%	-5%
47	COCCN1CCn2c(nc3cc(NC(=O)c4ccc(OC)cc4)ccc32)C1	-4%	-17%	-0.7%	-21%
48	CCCCS(=O)(=O)C1CCS(=O)(=O)C1 (centres undefined)	nt	20%	nt	6%

# Further results follow.
No.	structure	Imprint erasure	p53ts 39C kill	IkB sig inh	p53ts 32C kill
49	Cc1ccc(CNC(=O)CN2C(=O)CCn3nc(-c4ccccc4)cc32)cc1	8%[10.9 µM]	-2%	0.8%	-4%
50	Cc1ccc(CN2C(=O)CCC2C(=O)NC2CCCC2)cc1 (centres undefined)	-18%	-3%	-1.1%	-4%
51	CCN(CC)S(=O)(=O)c1ccc2c(c1)N(CC(=O)N(C)Cc1ccccc1)C(=O)CO2	-13%[10.9 µM]	4%	-1.8%	18%
52	CCC1CCCCN1C(=O)Cn1c(=O)oc2cc(S(=O)(=O)N3CCCCC3)ccc21 (centres undefined)	-13%[10.9 µM]	-15%	0.7%	-4%
53	Cc1ccc(NC(=O)N2CCN(c3cc(-c4noc(C)n4)ccc3C)CC2)c(C)c1	6%[10.9 µM]	-18%	-1.2%	1%
54	COc1ccc(C2C(C#N)=C(N)N3C(=C2C#N)Sc2ccccc23)cc1 (centres undefined)	0%	8%	?	33%[activator]
55	Cc1cc(C)nc(SCCS(=O)(=O)Cc2ccc(Cl)cc2)n1	nt	18%	nt	-7%
56	CCCCCCC(=O)Nc1ccc(Cl)cn1	-16%	1%	-8.3%	2%

# (listing goes on)
No.	structure	Imprint erasure	p53ts 39C kill	IkB sig inh	p53ts 32C kill
57	Fc1cccc(CSc2nc(NCCc3ccccc3)c3ccccc3n2)c1	28%[10.9 µM]	-25%	-1.7%	-1%
58	O=c1cc(-c2ccccc2)n2c(SCc3c(F)cccc3Cl)nnc2[nH]1	8%[10.9 µM]	2%	35%	7%
59	COc1ccc(CCNC(=O)CCS(=O)(=O)c2cc(Br)cc3c2N(C(C)=O)CC3)cc1OC	-5%[10.9 µM]	-5%	-4.1%	-3%
60	CC(C)CC(=O)N1CCN(C(=O)c2cccc(F)c2)CC1	2%	4%	0.1%	-3%
61	Cc1cc(C(=O)NCC(c2ccco2)N(C)C)no1 (centres undefined)	-3%	2%	1.0%	-3%
62	CCCCc1ccc(NC(=O)N[C@H](C(=O)O)C(C)CC)cc1 (some centres undefined)	5%	0%	0.1%	-4%
63	O=C(Cn1c2ncccc2c(=O)n1-c1ccccc1)Nc1ccc(F)c(F)c1	11%[10.9 µM]	-8%	?	3%
64	CCOc1nc(-c2ccccc2)ccc1-c1noc(-c2cccnc2)n1	1%	-2%	-1.3%	6%

# (listing goes on)
No.	structure	Imprint erasure	p53ts 39C kill	IkB sig inh	p53ts 32C kill
65	O=C(CSc1nnc(-c2ccccc2)n1Cc1ccccc1)N1CCOCC1	-3%	1%	-0.1%	5%
66	COc1ccc(-n2c(SCC(=O)N3CCC(C)CC3)nc3c([nH]c4ccccc43)c2=O)cc1	13%[10.9 µM]	-30%	0.3%	0%
67	O=C(Nc1ccccc1C(=O)NCc1cccnc1)c1ccco1	25%	8%	-1.7%	-10%
68	COc1cc(OC)cc(-c2cc3nc(C)c(CCC(=O)Nc4ccccc4OC)c(C)n3n2)c1	-3%[10.9 µM]	-11%	?	-6%
69	CCOc1cc(C(=O)Nc2cccc(-c3nc4ccccc4o3)c2)cc(OCC)c1OCC	-4%[10.9 µM]	-2%	-1.0%	5%
70	COc1ccc(NC(C)=O)cc1NC(C)C(=O)Nc1ccccc1F (centres undefined)	-19%	-2%	1.3%	-2%
71	CCOc1ccc(C(CC(=O)Nc2ccc(C(=O)OC)cc2)N2Cc3ccccc3C2=O)cc1OC (centres undefined)	7%[10.9 µM]	?	0.3%	4%
72	COc1cccc(C2CC(=O)Nc3cc4c(cc32)OCCO4)c1OC(C)C (centres undefined)	-16%	-1%	0.0%	15%

# Next compounds:
No.	structure	Imprint erasure	p53ts 39C kill	IkB sig inh	p53ts 32C kill
73	COc1ccc(NC(=O)C2=CC(c3cccs3)=NS(=O)(=O)N2C)cc1	12%[10.9 µM]	21%	6.8%	-5%
74	O=C(CCNS(=O)(=O)c1cccs1)Nc1nccs1	-5%	-4%	0.9%	-14%
75	Cc1ccc(NC(=O)c2oc3ccccc3c2NC(=O)c2ccc3c(c2)OCO3)cc1	-23%	-12%	1.0%	-2%
76	COc1ccc(N2Cc3cccc(C(=O)NC(C)CCc4ccco4)c3C2=O)cc1 (centres undefined)	-40%[inhibitor]	38%[activator]	?	12%
77	COc1cc(OC)cc(-c2nc(-c3ccc(Br)cc3)no2)c1	-4%	-5%	-0.7%	-9%
78	O=C(CCN1C(=O)c2ccccc2C1=O)Nc1sc2c(c1C(=O)NCc1ccco1)CCCC2	-22%	7%	0.4%	-4%
79	O=C(NCCO[N+](=O)[O-])c1cccnc1	-6%	-5%	0.1%	4%
80	CCCSc1nc(C)c(-c2csc(C(C#N)=C3CCCC3)n2)cc1C#N	-14%	5%	-1.5%	-3%
81	Cc1c(Cl)cccc1-n1nnnc1-c1cccs1	-5%	-3%	1.2%	7%
82	CCCC[C@H]1C[C@@H]1[C@@H]1N(P(=O)(c2ccccc2)c2ccccc2)C[C@@](O)(c2ccccc2)CC12CC2	-31%[inhibitor]	?	nt	43%[activator]
